Source: PubChem (several laboratories)
PDI inh: blocks human protein disulfide isomerase activity. AID 588391. inhibition, % at 10 µM. 350,000 tested, 0.052% active. P07237. PDI insulin aggregation turbidity, A650, 90 min;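 active = mean inhibition across replicates of 30% or more, whatever share of single replicates reach that level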;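 also: absorbance from insulin aggregation driven by PDI reduction with DTT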
Target sequence (P07237 whole entry, looked up): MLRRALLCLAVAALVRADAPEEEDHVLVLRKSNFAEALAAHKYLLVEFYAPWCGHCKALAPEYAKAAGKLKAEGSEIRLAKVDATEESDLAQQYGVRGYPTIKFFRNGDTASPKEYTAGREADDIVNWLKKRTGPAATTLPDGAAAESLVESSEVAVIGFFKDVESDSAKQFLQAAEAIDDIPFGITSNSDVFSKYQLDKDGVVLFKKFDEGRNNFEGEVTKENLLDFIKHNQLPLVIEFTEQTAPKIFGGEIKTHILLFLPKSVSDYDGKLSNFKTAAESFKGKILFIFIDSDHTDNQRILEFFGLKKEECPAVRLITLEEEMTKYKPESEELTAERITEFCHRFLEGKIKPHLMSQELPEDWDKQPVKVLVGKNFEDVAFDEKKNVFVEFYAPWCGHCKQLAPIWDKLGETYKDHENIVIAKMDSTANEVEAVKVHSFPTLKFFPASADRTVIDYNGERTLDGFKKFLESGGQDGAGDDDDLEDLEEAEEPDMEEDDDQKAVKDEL
N-glyco inh: N-linked glycosylation inhibition; D54 ERlucT glycosylation luciferase reporter, 24 h; percent of 100 nM tunicamycin response; reporter increase, % at 12.5 µM; 360,000 tested, 0.23% active; AID 588692;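 active = mean luciferase reporter signal, scaled so untreated is 0 and the glycosylation-blocking control 100, at or above a set limit in every replicate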;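 also: luciferase carries N-glycosylation sites so blocking glycosylation raises the light; 0% = median of neutral control wells and 100% = median of 100 nM tunicamycin wells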
ABCB6 inh 2: inhibitors of human ABC transporter ABCB6. K562-ABCB6 porphyrin accumulation, flow cytometry, 1 h; stronger effect = lower value. fluorescence ratio to DMSO, % at 10 µM. 360,000 tested, 0.19% active. AID 602162;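 active = fluorescence ratio to DMSO below 75%, the collection mean minus 3 SD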;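 also: signal is porphyrin accumulated inside mitochondria; 100% equals median channel fluorescence of DMSO control wells; lower ratio means ABCB6 inhibition with less porphyrin fluorescence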
Vif inh: HIV Vif inhibition. HEK293T cells, Vif self-association by quenched fluorescence, imaging, 24 h. inhibition, % at 7.49 µM. 340,000 tested, 0.35% active. AID 602346; in the data active = inhibition above about 50%, passing the limit was not always enough; also: some results filed as inactive read as strong as hits
Cardio protect: modulators protecting cardiomyocytes from myocardial damage; 360,000 tested, 0.63% active; protection from H2O2 cell death, % at 20 µM; H9c2 cardiomyocytes, H2O2 injury protection, ATPLite, 2 h; AID 588492;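 active = compounds giving at least 50% protection of heart cells from peroxide-induced death in the single-dose screen, raw or plate-pattern-corrected value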;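 also: 0% = DMSO wells with peroxide and 100% = DMSO wells without peroxide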
CaV13 ICDI inh: Disruptors of the CACNA1D IQ motif to Ca2+-dependent inactivation inhibitor domain association, primary screening, Förster resonance energy transfer in intact living …; HEK cells, CFP/YFP FRET ICDI-IQ, plate reader, 10 min; percent FRET-ratio fall versus neutral wells; inhibition, % at 12.3 µM; 340,000 tested, 0.098% active; AID 743397;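 active = mean replicate inhibition of at least 30% and at least 1% of replicates passing that level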;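 also: 0% = median of the neutral control wells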
Exocytosis inh: blocks lytic granule exocytosis | inhibition, % at 10 µM | TALL-104 LAMP-1 surface exposure, flow cytometry; cells stimulated with thapsigargin and PMA | 360,000 tested, 0.66% active;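 active = inhibition above about 55%, limit read from the data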
hiPSC survival: increases survival of single human iPS cells. survival enhancement, % at 20 µM. 360,000 tested, 0.044% active. hiPSC single-cell survival, ATPlite luminescence; 100% = ROCK inhibitor wells, 0% = DMSO; in the data active = survival enhancement above about 18%;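 also: cells exposed to compounds for 16 hours before the ATP read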
aDG glyco act: alpha-DG glycosylation activation; Pro5-aDG cells, alpha-DG glycosylation AlphaScreen (IIH6); 0% Pro5, 100% B10-LARGE cell signal; activation, % at 10 µM; 360,000 tested, 0.22% active; AID 624168;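 active = activation of at least 8% versus controls, or a plate z-score of at least 8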;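 also: Pro5 are CHO cells carrying HIG-tagged alpha-DG that lacks glycosylation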
m5-HT2A agonist: activates the mouse 5-HT2A serotonin receptor; P35363; CHO-K1 mHTR2A beta-arrestin complementation, luminescence; percent of 30 µM serotonin response; activation, % at 7.6 µM; 360,000 tested, 0.66% active; AID 624169;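 active = activation above a run cutoff, the mean activation of all tested compounds plus 3 SD, cut at about 14% in these data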;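 also: 0% = plate median of compound wells and 100% = 30 µM serotonin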
Target sequence (P35363 whole entry, looked up): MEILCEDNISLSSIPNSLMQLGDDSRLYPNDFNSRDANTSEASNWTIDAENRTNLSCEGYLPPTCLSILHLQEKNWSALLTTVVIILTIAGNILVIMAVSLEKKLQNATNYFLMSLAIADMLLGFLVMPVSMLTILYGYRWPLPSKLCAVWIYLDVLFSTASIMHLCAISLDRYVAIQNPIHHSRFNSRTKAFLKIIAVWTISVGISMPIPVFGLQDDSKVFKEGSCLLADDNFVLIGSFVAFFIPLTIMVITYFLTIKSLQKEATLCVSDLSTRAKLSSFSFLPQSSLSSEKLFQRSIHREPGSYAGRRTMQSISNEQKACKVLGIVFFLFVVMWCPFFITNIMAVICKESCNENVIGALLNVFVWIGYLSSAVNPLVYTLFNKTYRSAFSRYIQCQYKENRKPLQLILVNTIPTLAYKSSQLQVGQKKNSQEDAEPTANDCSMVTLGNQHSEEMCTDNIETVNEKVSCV
An asterisk follows results filed as active.

`Cn1c(-c2ccccc2O)cc2ccccc21` gave PDI inh 7, N-glyco inh 0, ABCB6 inh 2 95, Vif inh -12, Cardio protect -15, CaV13 ICDI inh -4, Exocytosis inh 0, hiPSC survival -1.3, aDG glyco act 0.2 and m5-HT2A agonist -3.
`C[C@H](O)[C@@H]1C(=O)N2CCc3ccc(-c4ccccc4)cc3[C@@H]2C[C@@H]1N(C)C(=O)NC1CCCCC1` gave PDI inh 9, N-glyco inh 0, ABCB6 inh 2 95, Cardio protect -1, CaV13 ICDI inh -6, Exocytosis inh -3, hiPSC survival 1.9, aDG glyco act -0.3 and m5-HT2A agonist -5.
For O=C(CN1CCN(c2ccccn2)CC1)Nc1ccccc1C(=O)Nc1ccccc1 the results were PDI inh -3, N-glyco inh -5, ABCB6 inh 2 91, Cardio protect 24, CaV13 ICDI inh -6, Exocytosis inh -2, hiPSC survival -0.3, aDG glyco act -0.5 and m5-HT2A agonist -8.
`CN(C(=O)COC(=O)C1CCN(S(=O)(=O)c2cccs2)CC1)c1ccccc1` gave PDI inh 0, N-glyco inh 1, ABCB6 inh 2 96, Vif inh 0, Cardio protect 0, CaV13 ICDI inh -10, Exocytosis inh 2, hiPSC survival -0.7, aDG glyco act 0.1 and m5-HT2A agonist 1.
For CCOC(=O)C1CCN(c2c(N(C)Cc3ccco3)c(=O)c2=O)CC1 the results were PDI inh -2, N-glyco inh 1, ABCB6 inh 2 100, Vif inh 6, Cardio protect -1, CaV13 ICDI inh -3, Exocytosis inh -1, hiPSC survival 0.1, aDG glyco act 0.0 and m5-HT2A agonist -6.
For CCOCc1[nH]c(=S)[nH]c(=O)c1Cc1ccc(OCC(C)C)cc1 the results were PDI inh -6, N-glyco inh 3, ABCB6 inh 2 102, Vif inh 7, Cardio protect -3, CaV13 ICDI inh -4, Exocytosis inh 2, hiPSC survival -0.9, aDG glyco act -0.2 and m5-HT2A agonist -2.
`CCN(CC)P(=O)(C(NC(=O)OC)C(F)(F)C(F)(F)C(F)(F)C(F)F)N(CC)CC` (stereo not given) gave PDI inh -3, N-glyco inh 0, ABCB6 inh 2 100, Vif inh 7, Cardio protect -1, CaV13 ICDI inh -8, Exocytosis inh -1, hiPSC survival -0.4, aDG glyco act 0.1 and m5-HT2A agonist 3.
For O=C(NC1CCCCC1)c1ccc2c(c1)S(=O)(=O)c1ccccc1C2=O the results were PDI inh -2, N-glyco inh -2, ABCB6 inh 2 93, Vif inh 10, Cardio protect 12, CaV13 ICDI inh -6, Exocytosis inh 12, hiPSC survival 3.8, aDG glyco act 0.4 and m5-HT2A agonist 1.
Screening Cc1ccc(-c2ccc(CN3C(C)C(=O)N(Cc4cn(Cc5ccco5)nn4)CCS3(=O)=O)cc2)c(C)c1 (stereo not given) returned N-glyco inh -3, ABCB6 inh 2 94, Vif inh -6, Cardio protect -4, CaV13 ICDI inh -11, Exocytosis inh 1, hiPSC survival -0.6, aDG glyco act 0.1 and m5-HT2A agonist -3.
`Cc1ccc(Cc2cnc(N3C(=N)SC(C)C3=O)s2)cc1` (stereo not given) gave PDI inh 0, N-glyco inh 3, ABCB6 inh 2 101, Vif inh -3, Cardio protect 40, CaV13 ICDI inh -5, Exocytosis inh 6, hiPSC survival -0.4, aDG glyco act -0.2 and m5-HT2A agonist -1.
For O=C(CCNC(=O)c1ccccc1Cl)NCC1COc2ccccc2O1 (stereo not given) the results were PDI inh 8, N-glyco inh 0, ABCB6 inh 2 99, Vif inh -4, Cardio protect 3, CaV13 ICDI inh -7, Exocytosis inh -2, hiPSC survival 1.3, aDG glyco act -0.1 and m5-HT2A agonist 8.
For CC[C@H](C)[C@@H]1NC(=O)c2cc([N+](=O)[O-])cc(F)c2NCCCC[C@@H](C(N)=O)NC(=O)[C@H](CC(N)=O)NC1=O the results were PDI inh 0, N-glyco inh 3, ABCB6 inh 2 91, Vif inh -3, Cardio protect 0, CaV13 ICDI inh -5, Exocytosis inh 1, hiPSC survival 0.8, aDG glyco act 0.2 and m5-HT2A agonist 0.
For COc1ccc(C2N=C(c3ccccc3)NC(c3ccccc3)=N2)cc1 the results were PDI inh 5, N-glyco inh 2, ABCB6 inh 2 102, Vif inh 12, Cardio protect 7, CaV13 ICDI inh -9, Exocytosis inh -2, hiPSC survival -0.7, aDG glyco act -0.2 and m5-HT2A agonist -3.
CCN(CC)C(=O)C1CCCN(Cc2ccc3c(c2)OCO3)C1 (stereo not given) was read as PDI inh 3, N-glyco inh 0, ABCB6 inh 2 98, Vif inh 15, Cardio protect 34, CaV13 ICDI inh -5, Exocytosis inh -6, hiPSC survival 5.5, aDG glyco act -0.1 and m5-HT2A agonist -2.
Screening COc1ccc(C(=O)N/C(=C\c2ccccc2)C(=O)Nc2ccccc2C(=O)O)cc1 returned PDI inh 5, N-glyco inh 2, ABCB6 inh 2 88, Vif inh 2, Cardio protect -2, CaV13 ICDI inh 5, Exocytosis inh -2, hiPSC survival 0.6, aDG glyco act 0.1 and m5-HT2A agonist -3.
Cn1ccc2c(-c3ccc4c(c3)OCCO4)cc3c(c21)C1CCC3C1 (stereo not given) was read as N-glyco inh -2, ABCB6 inh 2 106, Cardio protect -5, CaV13 ICDI inh -11, Exocytosis inh 4, hiPSC survival 2.2, aDG glyco act -0.1 and m5-HT2A agonist 2.
Screening O=C(NCCCNC(=O)c1ccc(-c2cccc(Cl)c2)o1)c1cnccn1 returned PDI inh 6, N-glyco inh 2, ABCB6 inh 2 99, Vif inh -1, Cardio protect -2, CaV13 ICDI inh -3, Exocytosis inh 6, hiPSC survival -0.4, aDG glyco act 0.2 and m5-HT2A agonist -5.
CC(C)c1ccc(NC(=O)C(c2ccccc2)N(Cc2ccco2)C(=O)CC2NC(=O)NC2=O)cc1 (stereo not given) was read as PDI inh -5, N-glyco inh -1, ABCB6 inh 2 94, Vif inh 6, Cardio protect -6, CaV13 ICDI inh -2, Exocytosis inh -3, hiPSC survival -1.0, aDG glyco act 0.0 and m5-HT2A agonist 9.
`COc1cc2oc(=O)cc(CN3CCCCCCC3)c2cc1Cl` gave N-glyco inh -4, ABCB6 inh 2 97, Vif inh -1, Cardio protect 0, CaV13 ICDI inh -11, Exocytosis inh 2, hiPSC survival -1.3, aDG glyco act 0.2 and m5-HT2A agonist 2.
`CCC(C)(C)n1nnnc1C(c1ccc(O)cc1)N1CCc2ccccc2C1` (stereo not given) gave PDI inh 2, N-glyco inh -2, ABCB6 inh 2 96, Vif inh -1, Cardio protect -13, CaV13 ICDI inh 9, Exocytosis inh 1, hiPSC survival -0.4, aDG glyco act 0.3 and m5-HT2A agonist 4.
`O=C1c2ccccc2C(=O)N1CCc1csc(NNc2nc(CCN3C(=O)c4ccccc4C3=O)cs2)n1` gave PDI inh 5, N-glyco inh 1, ABCB6 inh 2 98, Vif inh -8, Cardio protect 16, Exocytosis inh -2, hiPSC survival 1.0, aDG glyco act -0.3 and m5-HT2A agonist 6.
For OCCn1c(CSc2nnc(-c3ccco3)n2-c2ccccc2)nc2ccc(Cl)cc21 the results were PDI inh 0, N-glyco inh -3, ABCB6 inh 2 104, Vif inh 13, Cardio protect 8, CaV13 ICDI inh -4, Exocytosis inh 2, hiPSC survival 0.7, aDG glyco act 0.0 and m5-HT2A agonist -1.
`COc1ccc(Cl)cc1CC1(C)C(=O)Nc2ccc(-c3ccccc3OC)cc21` (stereo not given) gave PDI inh 2, N-glyco inh -6, ABCB6 inh 2 97, Vif inh -15, Cardio protect -2, CaV13 ICDI inh -6, Exocytosis inh -5, hiPSC survival 0.9, aDG glyco act 0.1 and m5-HT2A agonist 21*.
Screening CCN(Cc1ccccc1)C(=O)COC(=O)CNS(=O)(=O)c1ccc(C)cc1 returned PDI inh -13, N-glyco inh -1, ABCB6 inh 2 99, Vif inh -3, Cardio protect -5, CaV13 ICDI inh -5, Exocytosis inh 0, hiPSC survival 4.5, aDG glyco act -0.1 and m5-HT2A agonist -1.
Cc1onc(-c2ccccc2)c1C(=O)NCCN1CCOCC1 was read as PDI inh 3, N-glyco inh 0, Vif inh 0, Cardio protect 0, Exocytosis inh 3, hiPSC survival 1.0, aDG glyco act 0.0 and m5-HT2A agonist 1.
CCCc1cc(C(=O)Nc2ccc(C(=O)c3ccc(C)cc3)cc2)n(C)n1 was read as PDI inh 0, N-glyco inh -4, ABCB6 inh 2 101, Vif inh -36, Cardio protect -7, Exocytosis inh 42, hiPSC survival -0.6, aDG glyco act 0.2 and m5-HT2A agonist -11.
Screening CCCCN1C(C)=CC(=C2C(=O)c3ccccc3C2=O)C=C1C returned PDI inh -2, N-glyco inh -19, ABCB6 inh 2 97, Vif inh 0, Cardio protect -23, CaV13 ICDI inh -7, Exocytosis inh -3, hiPSC survival -2.4, aDG glyco act 0.0 and m5-HT2A agonist -1.
Screening Cc1ccc(NC(=O)C2CC(=O)Nc3nc4ccccc4n32)c(C)c1 (stereo not given) returned PDI inh 1, N-glyco inh 0, ABCB6 inh 2 96, Vif inh 10, Cardio protect 6, CaV13 ICDI inh -2, Exocytosis inh 0, hiPSC survival 0.2, aDG glyco act -0.1 and m5-HT2A agonist 1.
Screening Cc1cccc2cc(CN(Cc3ccc4c(c3)OCO4)Cc3nnnn3C3CCCC3)c(=O)[nH]c12 returned PDI inh 3, N-glyco inh -3, ABCB6 inh 2 98, Vif inh 15, Cardio protect 17, CaV13 ICDI inh -8, Exocytosis inh 7, hiPSC survival 1.5, aDG glyco act 0.0 and m5-HT2A agonist -4.
CCCCC(=O)Nc1cnc(NC(=O)c2cccs2)cc1C was read as PDI inh -5, N-glyco inh -6, ABCB6 inh 2 101, Vif inh 17, Cardio protect -5, CaV13 ICDI inh -6, Exocytosis inh -2, hiPSC survival -0.5, aDG glyco act -0.1 and m5-HT2A agonist -3.
